From PubChem
CHO-K1 Ca antag: M1 antagonist counterscreen hit in parental CHO-K1 cells; actives 0.6% (n = 360,000); inhibition, % at 3 µM; ATP-induced calcium, Fluo-8 fluorescence;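 active means inhibition above a per-plate cutoff, the plate's mean sample inhibition plus 3 SD, cut at about 24% in these data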;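 further: 0% = DMSO plus EC80 ATP and 100% = DMSO alone without ATP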
M1 ag: agonists of human M1 muscarinic receptor | P11229 | CHO-K1 hM1, Fluo-8 calcium fluorescence, agonist mode; 0% DMSO, 100% acetylcholine EC100 | activation, % at 3 µM | actives 0.33% (n = 360,000) | AID 588814;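 active means activation above the run's mean compound activation plus 3 SD, cut at about 16% in these data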;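 further: peak over basal fluorescence ratio within a 140 s kinetic read after compound addition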
TAAR1 ag: agonists of human TAAR1. Q96RJ0. CHO RD-HGA16 TAAR1, Fluo-8 calcium fluorescence; vehicle wells 0%, saturating PEA agonist 100%. activation, % at 3 µM. actives 0.99% (n = 360,000). AID 624467;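 active means activation above the mean activation of all test compounds in the run plus 3 SD, cut at about 38% in these data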
Target sequence (Q96RJ0 whole entry, looked up): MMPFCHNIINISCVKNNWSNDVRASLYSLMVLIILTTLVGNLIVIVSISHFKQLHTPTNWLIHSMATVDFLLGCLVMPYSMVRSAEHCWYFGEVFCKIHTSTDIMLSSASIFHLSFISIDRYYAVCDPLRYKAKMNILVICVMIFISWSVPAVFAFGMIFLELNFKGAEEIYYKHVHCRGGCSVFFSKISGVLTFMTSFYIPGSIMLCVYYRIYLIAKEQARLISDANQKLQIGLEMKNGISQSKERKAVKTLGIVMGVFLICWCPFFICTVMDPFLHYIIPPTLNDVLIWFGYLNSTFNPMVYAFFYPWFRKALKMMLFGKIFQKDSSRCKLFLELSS
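System: CHO-derived RD-HGA16 cells with stable Gα16 and human TAAR1. Times: 17-24 h plating, Fluo-8 75 min 37 °C, 30 min RT. Measured by: calcium-sensitive Fluo-8 signal, excitation 470-495, emission 515-575 nm. Read-out basis: % activation relative to PEA EC100 response. Control set: DMSO and PEA EC100. Repeats: no replicates (n 1).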
TAAR1 antagonist: antagonists of human TAAR1; CHO RD-HGA16 TAAR1, Fluo-8 calcium fluorescence, antagonist; inhibition, % at 3 µM; Q96RJ0; AID 624466; actives 1.5% (n = 360,000);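 active means inhibition above a per-plate cutoff, the mean inhibition of test compounds on that plate plus 3 SD, cut at about 49% in these data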;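 further: 0% = DMSO plus EC80 beta-PEA response and 100% = DMSO alone without agonist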
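Test system: hTAAR1-expressing CHO RD-HGA16 cells, Gα16-coupled; Probe or stimulus: EC80 β-phenethylamine stimulus; Compound dosing: single nominal final test compound concentration of 3 µM; Timing: 140 s kinetic read after compound, 140 s after agonist; Signal: Fluo-8 calcium-sensitive fluorescence; Measure: % inhibition of agonist calcium response; Controls: DMSO and EC80 PEA controls.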
M1 ag parental: M1 agonist counterscreen hit in parental CHO-K1 cells; Fluo-8 calcium fluorescence; scaled to maximal ATP response, vehicle zero; activation, % at 3 µM; actives 0.48% (n = 360,000); AID 602248; in the data active means activation above about 15%;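 further: untransfected CHO-K1 host cells lacking M1 receptor as counterscreen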
OXTR potentiate: potentiates the human oxytocin receptor response; CHO-OTR cells, Fluo-8 calcium fluorescence, potentiator mode; 0% = oxytocin EC15, 100% = EC100; activation, % at 3 µM; actives 0.061% (n = 320,000);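 active means activation above that plate's cutoff, the mean activation of tested compounds plus 3 SD, cut at about 6.6% in these data, passing the limit was not always enough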;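 further: 100% uses oxytocin at 75 nM as the full agonist control; some results filed as inactive read as strong as hits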
Target sequence (P30559 whole entry, looked up): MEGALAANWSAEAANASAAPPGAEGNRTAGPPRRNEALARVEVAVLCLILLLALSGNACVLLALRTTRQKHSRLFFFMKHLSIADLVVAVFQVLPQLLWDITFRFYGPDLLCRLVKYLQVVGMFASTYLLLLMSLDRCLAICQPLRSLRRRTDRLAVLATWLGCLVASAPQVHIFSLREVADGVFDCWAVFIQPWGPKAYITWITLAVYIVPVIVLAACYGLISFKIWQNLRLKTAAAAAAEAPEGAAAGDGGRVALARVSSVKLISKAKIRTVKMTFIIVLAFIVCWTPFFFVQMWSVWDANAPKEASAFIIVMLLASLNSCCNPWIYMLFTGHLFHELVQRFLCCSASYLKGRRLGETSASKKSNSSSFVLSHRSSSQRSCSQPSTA
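Assay system: CHO cell line stably expressing human OTR. Reagent: EC15 oxytocin agonist. Dosing: single dose, 3.0 µM nominal final compound concentration. Timing: compound 6 min at room temperature before oxytocin, 100 s read. Signal: kinetic Fluo-8 calcium fluorescence. Controls: oxytocin EC15 low and EC100 high.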
M1 antag: human CHRM1 antagonism; P11229; CHO-K1 hM1, Fluo-8 calcium fluorescence, ACh EC80 antagonist; inhibition, % at 3 µM; actives 1.3% (n = 360,000); AID 588852;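 active means percent inhibition above its own plate's cutoff, namely the mean of that plate's compound wells plus 3 SD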;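 further: peak over basal fluorescence ratio during 140 s after agonist addition; 0% = ACh EC80 plus DMSO and 100% = DMSO alone without agonist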
CHO-K1 Ca PAM: nonselective activator or artifact in parental CHO-K1 calcium assay | ATP EC20, Fluo-8 calcium fluorescence; 0% at ATP EC20, 100% at ATP max | activation, % at 3 µM | actives 0.02% (n = 360,000) | AID 602247;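 active means activation above the run cutoff, the mean activation of all test compounds plus 3 SD, cut at about 40% in these data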;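 further: peak over basal fluorescence ratio in a 140 s read after ATP addition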
CHO parental Ca: signal in parental CHO cells, OX1R antagonist counter-screen. actives 0.63% (n = 330,000). inhibition, % at 5.6 µM. parental CHO-K1, ATP-induced calcium, Fluo-8 fluorescence;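 active means inhibition above that plate's mean sample inhibition plus 3 SD, cut at about 26% in these data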;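 further: 0% = ATP-challenged DMSO wells and 100% = DMSO wells without ATP; some compounds past the cut are filed as inactive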
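Material – parental CHO cells · Reagent – ATP stimulus · Compound – single nominal dose of 5.6 µM per compound · Detection – Fluo-8 fluorescence · Read-out basis – percent inhibition of calcium signal · Controls – ATP-challenged DMSO wells low, unchallenged DMSO wells high · Repeats – no replicates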
* hit, by the source's call.

Results for Fc1ccc(Cn2nnnc2CN2CCC(n3nnc4cc(C(F)(F)F)ccc43)CC2)cc1 ?
CHO-K1 Ca antag: -9.1; M1 ag: -0.2; TAAR1 ag: 1.9; TAAR1 antagonist: -17.8; M1 ag parental: 3.8; OXTR potentiate: -12.8; M1 antag: 16.2; CHO-K1 Ca PAM: -1.0; CHO parental Ca: -13.9

Results for COC(=O)C1=C(c2ccccc2)C[C@@H]2CC[C@H]1N2C(=O)N1CCC(C)CC1 ?
CHO-K1 Ca antag: -18.7; M1 ag: -6.5; TAAR1 ag: 0.1; TAAR1 antagonist: -4.2; M1 ag parental: 0.3; OXTR potentiate: 0.5; M1 antag: -1.0; CHO-K1 Ca PAM: 21.4; CHO parental Ca: -10.0

Results for CCOC(=O)[C@]12Cc3ccc4ccccc4c3[C@H]1N(Cc1ccccc1)C(=O)c1ccccc12 ?
CHO-K1 Ca antag: -18.1; TAAR1 ag: -1.4; TAAR1 antagonist: -15.9; M1 ag parental: 0.5; CHO-K1 Ca PAM: 5.2

How did O=c1c2ccccc2nc(CSc2ncnc3nc[nH]c23)n1-c1ccccc1 do in these assays?
CHO-K1 Ca antag: 12.0; M1 ag: -0.3; TAAR1 ag: 1.1; TAAR1 antagonist: 5.0; M1 ag parental: 0.1; OXTR potentiate: -6.7; M1 antag: -6.5; CHO-K1 Ca PAM: -4.1; CHO parental Ca: -7.1

What do the screens show for `OC1CCCCC1N1CCC(c2ccccc2)CC1` (stereo not drawn)?
CHO-K1 Ca antag: -8.2; M1 ag: -5.5; TAAR1 ag: 1.2; TAAR1 antagonist: 1.4; M1 ag parental: 2.2; OXTR potentiate: -7.7; M1 antag: -23.5; CHO-K1 Ca PAM: 24.1; CHO parental Ca: -5.3

What do the screens show for `CN1/C(=C\C=Nc2ccccc2)C(C)(C)c2ccccc21`?
CHO-K1 Ca antag: 3.9; M1 ag: -3.3; TAAR1 ag: 14.3; TAAR1 antagonist: 0.9; M1 ag parental: 0.8; OXTR potentiate: -11.7; M1 antag: 10.4; CHO-K1 Ca PAM: -17.7; CHO parental Ca: 26.7

How did CCN(CC)CCCN=C(C)c1c(O)n(-c2ccccc2)c(=O)[nH]c1=O do in these assays?
CHO-K1 Ca antag: -1.2; M1 ag: -6.8; TAAR1 ag: 1.5; TAAR1 antagonist: -0.2; M1 ag parental: 0.7; OXTR potentiate: -2.8; M1 antag: -11.3; CHO-K1 Ca PAM: 12.7; CHO parental Ca: 4.2

What do the screens show for `c1ccc(P(c2ccccc2)c2ccccn2)cc1`?
CHO-K1 Ca antag: 3.7; M1 ag: -4.4; TAAR1 ag: 0.4; TAAR1 antagonist: -23.5; M1 ag parental: -0.3; OXTR potentiate: 3.1; M1 antag: 0.6; CHO-K1 Ca PAM: -12.3; CHO parental Ca: -16.8

Results for COC(=O)C(C)Oc1cc(C)cc2oc(=O)c3c(c12)CCC3 (stereo not drawn) ?
CHO-K1 Ca antag: -1.8; M1 ag: -4.9; TAAR1 ag: 0.9; TAAR1 antagonist: 1.5; M1 ag parental: 0.0; OXTR potentiate: 1.7; M1 antag: 7.0; CHO-K1 Ca PAM: 5.2; CHO parental Ca: -14.8

Results for CN(C(=O)c1ccco1)C1(c2ccccc2Cl)CCCCC1=O (stereo not drawn) ?
CHO-K1 Ca antag: -1.0; M1 ag: -1.2; TAAR1 ag: -1.6; TAAR1 antagonist: 0.8; M1 ag parental: -0.1; OXTR potentiate: -15.5; M1 antag: -7.7; CHO-K1 Ca PAM: -1.5; CHO parental Ca: -3.4

The closing 2 compounds of the section above lead into the next.
Results for COC(=O)C(C)Oc1cc(C)cc2oc(=O)c3c(c12)CCC3 (stereo not drawn) ?
CHO-K1 Ca antag: -1.8; M1 ag: -4.9; TAAR1 ag: 0.9; TAAR1 antagonist: 1.5; M1 ag parental: 0.0; OXTR potentiate: 1.7; M1 antag: 7.0; CHO-K1 Ca PAM: 5.2; CHO parental Ca: -14.8

Results for CN(C(=O)c1ccco1)C1(c2ccccc2Cl)CCCCC1=O (stereo not drawn) ?
CHO-K1 Ca antag: -1.0; M1 ag: -1.2; TAAR1 ag: -1.6; TAAR1 antagonist: 0.8; M1 ag parental: -0.1; OXTR potentiate: -15.5; M1 antag: -7.7; CHO-K1 Ca PAM: -1.5; CHO parental Ca: -3.4

Results for CC1CCC[C@H](O)CCCCCc2cc(O)cc(O)c2C(=O)O1 (stereo partly drawn) ?
CHO-K1 Ca antag: -10.3; M1 ag: 4.2; TAAR1 ag: 15.8; TAAR1 antagonist: -7.2; M1 ag parental: 1.9; OXTR potentiate: -16.2; M1 antag: -19.3; CHO-K1 Ca PAM: 14.5; CHO parental Ca: 7.3

How did CN1CCc2c([nH]c3ccccc23)C1 do in these assays?
CHO-K1 Ca antag: 4.8; M1 ag: -7.5; TAAR1 ag: 0.9; TAAR1 antagonist: -12.9; M1 ag parental: 0.3; OXTR potentiate: -2.1; M1 antag: 0.3; CHO-K1 Ca PAM: -11.5; CHO parental Ca: -8.5

How did COc1cc(C)cc(CN2CC=C(c3ccccc3)CC2)c1O do in these assays?
CHO-K1 Ca antag: 1.3; M1 ag: -5.7; TAAR1 ag: 1.5; TAAR1 antagonist: -18.7; M1 ag parental: -0.4; OXTR potentiate: -8.3; M1 antag: 18.6; CHO-K1 Ca PAM: -11.3; CHO parental Ca: -30.5

Results for CCOC(=O)c1cn2nc(OP(=S)(OCC)OCC)cc2nc1C ?
CHO-K1 Ca antag: -13.2; M1 ag: -3.5; TAAR1 ag: 4.3; TAAR1 antagonist: 3.9; M1 ag parental: 0.9; OXTR potentiate: -5.2; M1 antag: -2.9; CHO-K1 Ca PAM: -12.0; CHO parental Ca: -13.3

How did COC(=O)c1c(C)[nH]c(C(=O)C(C)[N+]23CCN(CC2)CC3)c1C (stereo not drawn) do in these assays?
CHO-K1 Ca antag: -1.4; M1 ag: -5.0; TAAR1 ag: -0.4; TAAR1 antagonist: -6.0; M1 ag parental: -0.1; OXTR potentiate: 4.1; M1 antag: 2.9; CHO-K1 Ca PAM: -10.0; CHO parental Ca: -0.4

How did O=C(c1ccco1)N1Cc2ccccc2-n2nncc2C1 do in these assays?
CHO-K1 Ca antag: -7.6; M1 ag: -0.8; TAAR1 ag: 8.6; TAAR1 antagonist: -12.4; M1 ag parental: 0.6; M1 antag: -3.8; CHO-K1 Ca PAM: 1.3

What do the screens show for `Cc1ccsc1/C=C1\C(=O)NC(=S)N(C)C1=O`?
CHO-K1 Ca antag: 4.0; M1 ag: -2.9; TAAR1 ag: 1.7; TAAR1 antagonist: -5.7; M1 ag parental: 5.0; OXTR potentiate: -5.9; M1 antag: -2.5; CHO-K1 Ca PAM: 10.8; CHO parental Ca: -13.4

What do the screens show for `O=c1cccc2n1CC1CC2CN(S(=O)(=O)c2ccccc2)C1` (stereo not drawn)?
CHO-K1 Ca antag: -4.3; M1 ag: -3.5; TAAR1 ag: 10.4; TAAR1 antagonist: -8.9; M1 ag parental: -0.2; OXTR potentiate: 0.9; M1 antag: 4.7; CHO-K1 Ca PAM: 2.2; CHO parental Ca: -1.1

How did NCCc1ccc(S(N)(=O)=O)cc1 do in these assays?
CHO-K1 Ca antag: -6.3; M1 ag: -1.5; TAAR1 ag: 7.8; TAAR1 antagonist: -9.7; M1 ag parental: 0.7; OXTR potentiate: -15.8; M1 antag: -3.4; CHO-K1 Ca PAM: 17.4; CHO parental Ca: 3.5

Results for CN1C(=O)C(=Cc2cc([N+](=O)[O-])ccc2N2CCCCC2)C(=O)N(C)C1=O ?
CHO-K1 Ca antag: -8.2; M1 ag: -6.3; TAAR1 ag: 1.6; TAAR1 antagonist: -5.5; M1 ag parental: -0.1; OXTR potentiate: -15.7; M1 antag: -2.2; CHO-K1 Ca PAM: 2.2; CHO parental Ca: -8.1

Results for Cn1cc(C(=O)OCC(=O)Nc2ccccc2)c2ccccc21 ?
CHO-K1 Ca antag: -7.7; M1 ag: -3.8; TAAR1 ag: 7.1; TAAR1 antagonist: 1.8; M1 ag parental: 1.0; OXTR potentiate: -4.9; M1 antag: -2.7; CHO-K1 Ca PAM: -3.2; CHO parental Ca: -12.3

What do the screens show for `CCCCCN1C(=O)c2cc(OC)ccc2[C@@]2(C(=O)OCC)Cc3cc(OC)ccc3[C@@H]12`?
CHO-K1 Ca antag: -5.2; TAAR1 ag: 0.9; TAAR1 antagonist: -17.7; M1 ag parental: 1.5; CHO-K1 Ca PAM: 13.4

Results for Oc1c(Br)cc(-c2ccccc2)cc1Br ?
CHO-K1 Ca antag: -9.5; M1 ag: -3.1; TAAR1 ag: -1.0; TAAR1 antagonist: -14.9; M1 ag parental: 0.3; M1 antag: -2.7; CHO-K1 Ca PAM: 16.4

Results for CC(C(=O)Nc1ccc(Cl)cc1Cl)N1CC=C(c2ccccc2)CC1 (stereo not drawn) ?
CHO-K1 Ca antag: 16.7; M1 ag: -14.9; TAAR1 ag: 0.8; TAAR1 antagonist: -11.4; M1 ag parental: -0.3; OXTR potentiate: -1.1; M1 antag: 18.7; CHO-K1 Ca PAM: -7.2; CHO parental Ca: -36.6

How did CC1C2Cc3ccc(O)cc3[C@]1(C)CCN2CCc1ccccc1 (stereo partly drawn) do in these assays?
CHO-K1 Ca antag: -25.0; M1 ag: -12.0; TAAR1 ag: 4.9; TAAR1 antagonist: -9.2; M1 ag parental: 1.5; OXTR potentiate: -8.2; M1 antag: 14.9; CHO-K1 Ca PAM: 4.3; CHO parental Ca: -14.8

What do the screens show for `Cc1nn(Cc2ccccc2)c(Cl)c1C(=O)OC(C)C(=O)Nc1ccc(F)cc1Cl` (stereo not drawn)?
CHO-K1 Ca antag: -9.8; M1 ag: -5.2; TAAR1 ag: 4.0; TAAR1 antagonist: -7.6; M1 ag parental: 0.4; OXTR potentiate: -0.8; M1 antag: 6.7; CHO-K1 Ca PAM: 7.0; CHO parental Ca: -14.2

Results for CC(C)CCn1c(=O)c(C(=O)NCc2ccco2)c(O)c2ccccc21 ?
CHO-K1 Ca antag: -1.3; M1 ag: 0.0; TAAR1 ag: 6.8; TAAR1 antagonist: -37.2; M1 ag parental: -0.4; OXTR potentiate: -5.3; M1 antag: -2.3; CHO-K1 Ca PAM: 2.2; CHO parental Ca: -9.6

Only part of the results is shown (hit frequency here may not be typical).
